TbREL1 primary = TbREL1 inhibition, primary screen | inhibition, % at 9.66 µM | hit rate 0.49% among 89,000 | TbREL1 RNA ligation, FRET fluorescence;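 active means inhibition above the mean inhibition across all screened compounds plus 3 SD, cut at about 11% in these data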;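 further: 0% = plate median of test wells and 100% = NSC42067 control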
Target sequence (P86926 whole entry, looked up): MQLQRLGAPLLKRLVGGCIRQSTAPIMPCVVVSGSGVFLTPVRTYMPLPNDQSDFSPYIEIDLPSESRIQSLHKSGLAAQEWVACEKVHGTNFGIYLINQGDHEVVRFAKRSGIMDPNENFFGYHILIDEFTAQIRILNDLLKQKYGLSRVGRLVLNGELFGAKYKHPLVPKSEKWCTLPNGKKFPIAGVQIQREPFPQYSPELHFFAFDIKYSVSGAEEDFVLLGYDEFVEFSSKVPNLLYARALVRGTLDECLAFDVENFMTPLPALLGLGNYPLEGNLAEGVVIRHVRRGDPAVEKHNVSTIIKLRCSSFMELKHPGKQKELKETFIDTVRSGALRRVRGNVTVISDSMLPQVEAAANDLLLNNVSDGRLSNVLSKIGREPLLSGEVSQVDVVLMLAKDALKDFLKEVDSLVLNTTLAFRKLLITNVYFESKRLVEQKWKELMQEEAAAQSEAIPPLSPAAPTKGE
Starred values were filed as active, the others as inactive.

| TbREL1 primary | canonical_smiles |
| --- | --- |
| -1 | C=CCN1C(=O)C(CC(=O)O)SC1=Nc1ccc(C)cc1 (configuration not stated) |
| 2 | CCOc1ccc(NC(=O)NCC2CCN(Cc3ccc(F)cc3)CC2)cc1 |
| 1 | Cc1cc(N2CCN(C)CC2)nc(-c2ccccc2O)n1 |
| 1 | Clc1cccc(Cl)c1/C=N/Nc1c(Cl)cncc1Cl |
| -1 | COc1cccc(C(=O)c2ncc(C(F)(F)F)cc2Cl)c1 |
| 8 | COC(=O)Nc1ccc(S(=O)(=O)N2CCCCCC2)cc1 |
| 5 | CCn1c2ccccc2c2cc(NC(=O)CN3CCCC3)ccc21 |
| -8 | CN(CCO)c1cccc2c1S(=O)(=O)N[C@H](Cc1ccccc1)CO2 |
| 0 | Cc1nc2ccccn2c1C(=O)/C=C/c1ccc(F)cc1 |
| 2 | O=C(CSc1nnc(COc2ccccc2)n1Cc1ccco1)c1ccc2ccccc2c1 |
| 0 | COc1ccc(C2C(C(N)=O)=C(C)Nc3nc(-c4ccccc4OC)nn32)cc1OC (configuration not stated) |
| 6 | CC(C)N1CC(O)=C(c2nc3ccccc3c(=O)[nH]2)C1=N |
| 6 | CC(C)[C@@H]1N[C@]2(C(=O)Nc3ccccc32)[C@@H]2C(=O)N(c3cccc(C(F)(F)F)c3)C(=O)[C@@H]21 |
| -2 | CCOc1cc(Cl)c(NC(=O)CC)cc1OCC |
| 2 | CCOc1ccc(Oc2ccc(C(F)(F)F)cc2N)cc1 |
| -2 | COc1ccc(NC(=O)C(NC(=O)Cc2cccs2)c2ccccc2)cc1 (configuration not stated) |
| -3 | CC1Cc2ccccc2N1C(=O)CSc1nnc2sc3ccccc3n12 (configuration not stated) |
| 1 | COc1ccc(C(C(=O)NC2CCCCC2)N(CC2CCCO2)C(=O)CNC(=O)c2ccco2)cc1 (configuration not stated) |
| -1 | Cc1ccc2cc(NC(=O)C3(C)CCN3CC(C)C)ccc2n1 (configuration not stated) |
| 2 | CCCCCCN1C[C@H](O)[C@@H](n2cc(COC(=O)c3ccccc3)nn2)C[C@@H]1c1ccc(Cl)cc1 |
| 0 | Cc1c(C#N)c2ccccc2n1CC(=O)NCc1cccnc1 |
| -2 | c1ccc(-c2ccc(C3=Nn4c(nnc4-c4ccncc4)SC3)cc2)cc1 |
| 1 | O=C(O)C1CCC1C(=O)Nc1nc(-c2ccc(Cl)s2)cs1 (configuration not stated) |
| 1 | CCCCC1=CC2=CC(=O)C(C)(OC(=O)CC)C(=O)C2=CN1CCc1c[nH]c2ccccc12 (configuration not stated) |
| -1 | N/C(=N\OC(=O)C12CC3CC(CC(C3)C1)C2)c1ccccn1 |
| 1 | CCn1cc(S(=O)(=O)NCc2ccccc2Br)cn1 |
| -3 | COc1ccccc1N1CCN(C(=O)NCc2ccc(Cl)cc2)CC1 |
| 1 | CCCN(CC(=O)Nc1ccccc1C)C(=O)c1oc2ccc(OCC)cc2c1C |
| 4 | CNC(=O)c1ccc(OCc2ccccc2)c(OC)c1 |
| -1 | O=C(c1nc[nH]c1C(=O)N1CCc2ccccc2C1)N1CCc2ccccc2C1 |
| -1 | CCOC(=O)NC1(NCC(C)C)Oc2ccccc2O1 |
| 3 | Cc1ccc(NC(=O)C(=O)NC2CCCCC2)cc1 |
| 3 | CCc1cc(OCCOCCN(C)C)ccc1Cl |
| -1 | O=C(Cn1ccc2ccccc2c1=O)NCCC(=O)N1CCN(c2cccc(C(F)(F)F)c2)CC1 |
| -3 | CNc1cncc(-c2ccc(O)cc2C)n1 |
| 3 | Cc1ccc(NC(=O)c2cc([N+](=O)[O-])ccc2NCc2cccnc2)cc1Cl |
| -1 | COc1ccc(NC(=O)NCc2cccnc2)cc1OC |
| -1 | C=C1C2(C(=O)NCc3ccco3)CCC(C2)C1(C)C (configuration not stated) |
| -1 | CCCn1c(NC(=O)C2CCN(S(=O)(=O)c3cccs3)CC2)nc2ccccc21 |
| 0 | O=C1C=CN(C(=O)Oc2ccccc2)CC1 |

The last 7 records of the part before come first, to join the parts:
| TbREL1 primary | canonical_smiles |
| --- | --- |
| -1 | O=C(Cn1ccc2ccccc2c1=O)NCCC(=O)N1CCN(c2cccc(C(F)(F)F)c2)CC1 |
| -3 | CNc1cncc(-c2ccc(O)cc2C)n1 |
| 3 | Cc1ccc(NC(=O)c2cc([N+](=O)[O-])ccc2NCc2cccnc2)cc1Cl |
| -1 | COc1ccc(NC(=O)NCc2cccnc2)cc1OC |
| -1 | C=C1C2(C(=O)NCc3ccco3)CCC(C2)C1(C)C (configuration not stated) |
| -1 | CCCn1c(NC(=O)C2CCN(S(=O)(=O)c3cccs3)CC2)nc2ccccc21 |
| 0 | O=C1C=CN(C(=O)Oc2ccccc2)CC1 |
| 0 | CC1(C)CC(=O)C2=C(C1)OC(N)=C(C#N)C21C(=O)N(Cc2ccccc2Cl)c2ccccc21 (configuration not stated) |
| 3 | CC(=O)C1=C(C)N(Cc2ccc(Cl)cc2)C(=S)NC1c1ccc(Cl)cc1 (configuration not stated) |
| 6 | CCCCC(=O)OCc1c(-c2ccccc2)ncc2ccccc12 |
| 4 | O=C(NCC(=O)N1CCN(S(=O)(=O)/C=C/c2ccccc2)CC1)c1ccc(Cl)cc1 |
| 1 | O=C(COC(=O)C1CCN(S(=O)(=O)c2c(Cl)cccc2Cl)CC1)NCc1ccco1 |
| -3 | O=C(Cn1ncc(N2CCOCC2)c(Br)c1=O)c1ccc(Cl)cc1 |
| 0 | Clc1ccc(-c2nc3ccc(Br)cn3c2Cc2cccc(Cl)c2)cc1 |
| -1 | CSCCC(NC(=O)CCN1C(=O)c2ccccc2C1=O)C(=O)O (configuration not stated) |
| 1 | CSC1=NC2(CC(c3ccccc3)Oc3cc(O)ccc32)CC(C)(C)N1 (configuration not stated) |
| -1 | Cc1ccccc1C(=O)OCC(=O)N(C)c1c(N)n(Cc2ccccc2)c(=O)[nH]c1=O |
| -4 | CCCn1c(C)cc(=O)c2cc(NC(=O)c3cnccn3)ccc21 |
| -5 | O=c1[nH]c(-c2ccccc2)nc(CN2CCCCC2)c1O |
| -2 | Cc1ccc(S(=O)(=O)N2CCN(C(=O)CCC(=O)N3CCc4ccccc43)CC2)cc1 |
| -4 | COC(=O)[C@@H](NC(=O)N1CCC(Cc2ccccc2)CC1)C(C)C |
| 4 | CCS(=O)(=O)Nc1ccc2c(c1)C(=O)N(C)[C@@H]1CC[C@H](CC(=O)NCCCN3CCOCC3)O[C@H]1CO2 |
| -4 | COc1ccc(-c2c(C)oc3c(CN4CCOCC4)c(O)ccc3c2=O)cc1OC |
| -4 | CC1CCC2(CC1)NC(=O)N(CC(=O)NC(=O)Nc1ccc3c(c1)OCCO3)C2=O (configuration not stated) |
| 1 | O=C(COC(=O)c1cc2ccccc2o1)c1ccccc1 |
| 0 | CCOc1ccc(C(C(=O)NC2CCCC2)N(CCCO)C(=O)c2ccc(-c3ccccc3)[nH]2)cc1 (configuration not stated) |
| 3 | CC(Oc1ccc(Br)cc1Br)C(=O)Nc1cccnc1 (configuration not stated) |
| 7 | C[C@@H]1CN([C@@H](C)CO)C(=O)CCCn2cc(nn2)CO[C@H]1CN(C)S(=O)(=O)c1ccc2ccccc2c1 |
| 3 | CCOC(=O)c1cnc(SCc2ccc(C(C)(C)C)cc2)nc1N |
| 1 | COc1ccc(C(=O)N2CCCC(C)(C(=O)NS(=O)(=O)C3CC3)C2)c(OC)c1 (configuration not stated) |
| 0 | COc1cc2c(cc1OC)-c1cc3ccc4c(c3c[n+]1CC2)OCO4 |
| 3 | CC(C)(C)SCCNC(=O)c1ccc(Cl)c(S(=O)(=O)N2CCOCC2)c1 |
| 5 | CC1CCN(CCOc2ccccc2-c2ccccc2)CC1 |
| 2 | COc1ccc(C(=O)NNC2=NS(=O)(=O)c3ccccc32)cc1OC |
| 1 | CCN1CCc2nc(N)sc2C1 |
| 0 | Cc1ccc(CNC(=O)C2CC(c3ccccc3F)=NO2)cc1 (configuration not stated) |
| 1 | Cc1ccc(NC(=O)c2cc(S(=O)(=O)Nc3ccc(C)cc3)cs2)cc1 |
| 5 | Cc1ccc(OCc2nnc(SCc3ccc(C#N)cc3)n2-c2ccc(C)cc2)cc1 |
| 1 | CCC1(c2ccc(F)cc2)NC(=O)N(CC(=O)N2CC(=O)Nc3ccccc32)C1=O (configuration not stated) |
| 6 | CCOC(=O)C1=C(C(C)=O)C(c2cccnc2)C(C#N)=C(N)O1 (configuration not stated) |
| 5 | Cn1c(=O)c2[nH]c(CNCc3ccccc3Cl)nc2n(C)c1=O |
| 2 | Cc1cccc2c1[nH]c1nc(N/N=C\c3ccco3)nnc12 |
| 3 | Cc1cc([N+](=O)[O-])ccc1NC(=O)Nc1ccc(F)cc1F |
| 3 | CS(=O)(=O)n1nc(C(=O)N2CCOCC2)nc1N |
| -3 | Cc1c(-c2ccccn2)c(=O)[nH]n1-c1ccc(F)cc1 |
| 0 | NC(=O)c1ccsc1NC(=O)C1CCCN1S(=O)(=O)c1ccc(Cl)cc1 (configuration not stated) |
| 0 | COC(=O)c1cn[nH]c1NC(=S)Nc1ccc(Cl)c(Cl)c1 |

By substructure: the compounds so far with a cyano group.
| TbREL1 primary | canonical_smiles |
| --- | --- |
| 0 | Cc1c(C#N)c2ccccc2n1CC(=O)NCc1cccnc1 |
| 0 | CC1(C)CC(=O)C2=C(C1)OC(N)=C(C#N)C21C(=O)N(Cc2ccccc2Cl)c2ccccc21 (configuration not stated) |
| 5 | Cc1ccc(OCc2nnc(SCc3ccc(C#N)cc3)n2-c2ccc(C)cc2)cc1 |
| 6 | CCOC(=O)C1=C(C(C)=O)C(c2cccnc2)C(C#N)=C(N)O1 (configuration not stated) |

Continued:
| TbREL1 primary | canonical_smiles |
| --- | --- |
| 0 | O=C(c1ccc(N2CCCCC2)c([N+](=O)[O-])c1)N1CCOCC1 |
| -1 | Cc1cc(C)n(CC(=O)N/N=C/c2c[nH]c3ccccc23)n1 |
| 0 | C[C@H](CO)N1C[C@H](C)[C@@H](CN(C)Cc2ccc(-c3ccccc3)cc2)Oc2c(NC(=O)Nc3ccc4c(c3)OCO4)cccc2C1=O |
| 1 | CCN(CC(=O)NCc1cccs1)C(=O)COc1cccc(C(F)(F)F)c1 |
| 0 | CCCOC(=O)C1NC(=O)N2C(C(=O)OCCC)C(C)(C)S[C@H]12 (some centres not stated) |
| -2 | CCOP(=O)(OCC)C(Nc1ccc([N+](=O)[O-])cc1)c1ccc(Cl)cc1 (configuration not stated) |
| 1 | CCCCNC(=O)c1cc(C)nn1-c1ccccc1 |
| 1 | Cc1cc(S(=O)(=O)N2CCc3ccccc3C2)ccc1F |
| 2 | CC(c1ccc2ccccc2c1)c1ccccc1C(=O)O (configuration not stated) |
| 1 | CCOC(=O)c1c(C)[nH]c2cc(Br)c(OC)cc12 |
| -2 | Cc1ccc(NC(=O)COC(=O)c2ccco2)cc1S(=O)(=O)N1CCOCC1 |
| 3 | O=C(N/N=C/c1ccco1)c1cc(-c2cccc(Br)c2)nc2ccccc12 |
| 3 | CC(C)(C)NC(=O)N1CCN(S(=O)(=O)c2ccc3c(c2)CCC3)CC1 |
| -2 | C[C@@H]1CN([C@@H](C)CO)C(=O)CCCn2nncc2CO[C@@H]1CN(C)C(=O)Nc1cccc2ccccc12 |
| -1 | COCCNC(=O)Cn1nc(C)c2ccccc2c1=O |
| -1 | Cc1cccc(NC(=O)CSCC(=O)N(C)Cc2c(F)cccc2Cl)c1 |
| -2 | COc1ccc(S(=O)(=O)N(CC(=O)NCc2ccco2)c2ccccc2)cc1 |
| 3 | Cn1c(SCC(=O)Nc2ccc(N3CCOCC3)cc2)nnc1C(F)(F)F |
| -1 | CCNS(=O)(=O)c1ccc(CCC(=O)NCc2ccncc2)cc1 |
| -5 | COc1ccc(CNC(=O)C[C@@H]2C[C@H]3c4cc(NC(=O)NC5CCCC5)ccc4O[C@H]3[C@H](CO)O2)cc1 |
| -1 | COc1ccc(COc2cccc(C=O)c2)cc1 |
| -1 | Cc1noc(C)c1NC(=O)Nc1ccc2c(c1)C(=O)N([C@H](C)CO)C[C@H](C)[C@H](CN(C)C)O2 |
| 17* | COc1cc([N+](=O)[O-])cc(/C=N/NC(=O)Cn2nc(C)cc2C)c1O |
| 5 | CC1CN(CC(O)COC(c2ccccc2)c2ccccc2)CC(C)O1 (configuration not stated) |
| 0 | COCCn1c(SCC(=O)NC(=O)NC(C)(C)C)nc2ccccc21 |
| -10 | O=S(=O)(c1ccc(Cl)cc1)N1CCN(C(=S)NCC2CCCO2)CC1 (configuration not stated) |
| -4 | O=C1CCC[C@H]2Cc3nc4cc5c(cc4cc3C[C@]23CCCN13)OCO5 |
| 2 | O=C(Nc1cccnc1)c1cc(S(=O)(=O)N2CCOCC2)ccc1Br |
| 5 | FC(F)(F)c1nc(=S)c2ccccc2[nH]1 |
| 0 | C=CCn1c(SCC(=O)NCC)nnc1-c1cc2c(s1)CCC(CC)C2 (configuration not stated) |
| 2 | COC(=O)C1=C(N)N(c2ccc(F)cc2)C2=C(C(=O)CCC2)C1c1ccc2c(c1)OCO2 (configuration not stated) |
| 5 | COc1ccc(CN2CCc3c([nH]c4ccccc34)C2)c(OC)c1C |
| 2 | Cc1cccc(Oc2nc(-c3ccccc3)cc(C)c2S(C)(=O)=O)c1C |
| 2 | COc1cccc(NS(=O)(=O)c2ccc3c(c2)n(C)c(=O)c(=O)n3C)c1 |
| -2 | O=C(CC1(O)C(=O)Nc2ccccc21)c1ccc(-n2cccc2)cc1 (configuration not stated) |
| 2 | Cc1cccc(N2CCN(C(=O)c3oc4ccc(Br)cc4c3C)CC2)c1C |
| 1 | COC(=O)N1[C@H](C)C=C[C@]1(Cc1ccccc1)C(=O)OC |
| 4 | CCOC(=O)c1c(NC(=O)CSc2nnc(Cc3ccccc3)o2)sc(C(C)=O)c1C |
| -6 | Nc1ccc(CN2CCCCCC2)cc1 |
| 3 | Cn1cc(C(=O)NCCN2CCN(c3cccc(Cl)c3)CC2)c2c3ccccc3n(C)c2c1=O |
| -2 | O=S(=O)(c1c(F)cccc1F)C1CCN(S(=O)(=O)c2ccc3c(c2)OCCO3)CC1 |
| 4 | O=C(C1CCCN(S(=O)(=O)c2cccs2)C1)N1CCN(Cc2ccccc2)CC1 (configuration not stated) |

3 compounds already listed, sorted by count of non-hydrogen atoms, high to low.
| TbREL1 primary | canonical_smiles |
| --- | --- |
| -8 | CN(CCO)c1cccc2c1S(=O)(=O)N[C@H](Cc1ccccc1)CO2 |
| 0 | Cc1c(C#N)c2ccccc2n1CC(=O)NCc1cccnc1 |
| 1 | Cc1cc(N2CCN(C)CC2)nc(-c2ccccc2O)n1 |

Screening data from PubChem BioAssay.

An excerpt, so the mix of outcomes need not match the whole.
